PAFAH1B2 FP inh: PAFAH1B2 (human) inhibition. inhibition, % at 3.39 µM. P68402. recombinant PAFAH1B2, FP-rhodamine activity probe, fluorescence polarization. 340,000 tested, 1.2% active;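 active means inhibition above the mean of all tested compounds plus 3 SD, cut at about 24% in these data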;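 further: 0% = enzyme with DMSO and 100% = wells lacking PAFAH1B2; many of its hits are not listed in these tables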
Target sequence (P68402 whole entry, looked up): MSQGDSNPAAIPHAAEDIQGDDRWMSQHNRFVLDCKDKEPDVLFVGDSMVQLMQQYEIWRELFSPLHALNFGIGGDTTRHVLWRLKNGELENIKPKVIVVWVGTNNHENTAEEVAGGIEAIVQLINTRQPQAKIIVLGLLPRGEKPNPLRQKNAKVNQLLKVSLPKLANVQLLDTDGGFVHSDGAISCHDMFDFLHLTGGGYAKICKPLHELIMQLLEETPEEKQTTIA
GLD-1 RNA inh: GLD-1-TGE RNA interaction inhibition (C. elegans) | Q17339 | purified GLD-1 + fluorescein TGE RNA, fluorescence polarization | inhibition, % at 5.96 µM | 320,000 tested, 0.44% active;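 active means percent inhibition above a per-plate cutoff, the plate mean of test compounds plus 3 SD, cut at about 30% in these data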;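 further: 0% = DMSO wells with GLD-1 and probe and 100% = wells lacking GLD-1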
Target sequence (Q17339 whole entry, looked up): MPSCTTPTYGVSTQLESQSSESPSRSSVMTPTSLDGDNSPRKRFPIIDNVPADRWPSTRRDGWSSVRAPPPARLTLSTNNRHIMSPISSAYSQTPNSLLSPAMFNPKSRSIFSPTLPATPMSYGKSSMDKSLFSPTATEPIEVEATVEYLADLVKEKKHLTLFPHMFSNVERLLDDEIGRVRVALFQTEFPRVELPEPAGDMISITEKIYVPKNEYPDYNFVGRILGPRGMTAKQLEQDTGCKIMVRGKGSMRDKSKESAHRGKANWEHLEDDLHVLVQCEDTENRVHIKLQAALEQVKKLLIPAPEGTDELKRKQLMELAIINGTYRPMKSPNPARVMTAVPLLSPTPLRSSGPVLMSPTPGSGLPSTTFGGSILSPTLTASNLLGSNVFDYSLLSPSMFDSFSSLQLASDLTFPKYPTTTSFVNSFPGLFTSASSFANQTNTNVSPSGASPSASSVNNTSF
BCLXL inh: blocks human Bcl-xL binding to Bim BH3 peptide | GST-Bcl-xL / FITC-Bim BH3 peptide fluorescence polarization | Q07817 | 320,000 tested, 0.7% active | inhibition, % at 10.9 µM;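 active means inhibition above the mean of all tested compounds plus 3 SD, cutoff set per campaign, cut at about 30% in these data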;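 further: 0% = DMSO wells and 100% = unlabeled Bim-BH3 peptide competitor; inhibitors lower millipolarization by displacing the labeled peptide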
MEX-5 binding: C. elegans MEX-5 TCR-2 RNA binding activity; Q9XUB2; MEX-5/FITC-TCR2 RNA binding, fluorescence polarization; active compounds read low; activity score (negative = inhibition of binding), % at 10 µM; 300,000 tested, 0.38% active;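 active means inhibition past about -25% in most replicates, and total fluorescence under double the plate's negative control median, limit read from the data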;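 further: 0% = DMSO and -100% = 5 µM competing unlabeled TCR2 RNA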
PME-1 inh: blocks human protein phosphatase methylesterase 1; Q9Y570; recombinant PME-1, FP-Rh probe fluorescence polarization; inhibition, % at 5.9 µM; 320,000 tested, 0.53% active; AID 2130;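 active means inhibition above the campaign mean of all compounds plus 3 SD, cut at about 26% in these data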;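 further: competitive labeling of PME-1 active site by serine hydrolase directed probe; 0% = PME-1 with DMSO and 100% = wells lacking PME-1 enzyme; inhibitors block probe labeling so polarization falls and inhibition rises; many of its hits are not listed in these tables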
MCL1 BIM primary: disrupts human MCL1 binding to BIM-BH3 peptide; AID 2057; Q07820; inhibition, % at 10.9 µM; GST-MCL1 / FITC-Bim-BH3 fluorescence polarization; 320,000 tested, 0.68% active;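 active means inhibition above the mean inhibition of all tested compounds plus 3 SD, set per campaign, cut at about 40% in these data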;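 further: 0% = DMSO wells and 100% = unlabeled Bim-BH3 peptide control; higher means more loss of mP so more displacement of Bim peptide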
Target sequence (Q07820 whole entry, looked up): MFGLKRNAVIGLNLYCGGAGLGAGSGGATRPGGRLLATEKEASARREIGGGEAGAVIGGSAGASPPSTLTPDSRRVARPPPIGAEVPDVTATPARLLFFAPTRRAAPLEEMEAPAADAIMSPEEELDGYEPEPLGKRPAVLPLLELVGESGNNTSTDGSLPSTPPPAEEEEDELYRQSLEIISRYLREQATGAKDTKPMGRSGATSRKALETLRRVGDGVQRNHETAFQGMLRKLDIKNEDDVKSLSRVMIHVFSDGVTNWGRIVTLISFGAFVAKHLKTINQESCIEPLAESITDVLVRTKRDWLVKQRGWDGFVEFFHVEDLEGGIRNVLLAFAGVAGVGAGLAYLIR
Fam108B counter: counter-screen for RBBP9 inhibitors: inhibitors of mouse Fam108B; recombinant Fam108B, FP-Rh probe fluorescence polarization; inhibition, % at 9.51 µM; 300,000 tested, 0.33% active; AID 1947;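 active means inhibition above the screen mean inhibition plus 3 SD, computed separately per campaign, cut at about 18% in these data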;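 further: inhibitors lower polarization as less probe binds the enzyme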
pPAFAH inh: inhibitors of human plasma PAF acetylhydrolase (pPAFAH). inhibition, % at 3.39 µM. Q13093. 330,000 tested, 1.5% active. recombinant pPAFAH, FP-rhodamine probe fluorescence polarization;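 active means inhibition above the mean inhibition across the screen plus 3 SD, cut at about 25% in these data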;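 further: inhibitors block binding of the rhodamine activity-based probe so polarization drops; 0% = enzyme with DMSO and 100% = wells lacking pPAFAH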
AHR act: activates the human aryl hydrocarbon receptor; AHR-responsive luciferase reporter cells, luminescence; activation, % at 5 µM; 320,000 tested, 2.5% active; in the data active means activation above about 47%;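 further: 0% = vehicle wells and 100% = reference agonist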
An asterisk follows results filed as active; · = no result given. Some of the compounds tested; count on the stated rates, not on these rows.

SMILES	PAFAH1B2 FP inh	GLD-1 RNA inh	BCLXL inh	MEX-5 binding	PME-1 inh	MCL1 BIM primary	Fam108B counter	pPAFAH inh	AHR act
CCSc1nc2c(cnn2-c2ccc(C)c(C)c2)c(=O)[nH]1	11	8	6	-0.8	-4	11	2	4	-2
OC(COCC1COc2ccccc2O1)CN1CCN(c2ccc(F)cc2)CC1 (stereo unspecified)	8	6	2	-0.7	-3	-1	2	0	4
COc1cccc(/C=N/NC(=O)c2ccc(=O)n(C)c2)c1O	8	-10	6	-1.3	-4	0	-5	6	6
CCN(CC)S(=O)(=O)c1cccc(C(=O)Nc2cc3oc4ccccc4c3cc2OC)c1	-7	-6	-2	0.8	-6	-25	-10	3	11
CCCc1cc(=O)[nH]c(SCC(=O)OCc2ccccc2)n1	12	4	0	0.3	5	-1	-6	-1	2
CC1=CC(C)(C)Nc2ccc(OC(=O)CCN3C(=O)c4ccccc4C3=O)cc21	3	6	5	0.7	8	10	3	10	-7
COC(=O)c1cc(-c2c(C)oc3cc(OC)ccc3c2=O)c(C)o1	-4	2	1	·	0	0	0	4	0
CCn1c(C(=O)O)c(CC(=O)Nc2ccc(Br)cc2C)c2ccccc21	4	0	7	-1.0	6	13	12	7	4
Cc1cc(C)cc(-n2nc(C)cc2N)c1	5	1	0	1.9	1	4	0	3	2
O=C(Cn1cc2c(n1)CCCC2)NCCCN1CCCC1	5	0	5	-1.3	0	2	0	0	-1
Cc1c(Br)c(C(F)(F)F)nn1CC(=O)N1CCCC1	2	1	4	0.6	-3	-1	-3	-6	0
O=C(O)C1C2C=CC(C2)C1C(=O)NC1CCN(Cc2ccccc2)CC1 (stereo unspecified)	1	8	1	-1.9	-1	3	-2	2	-4
CC1CN(CCCOc2ccccc2[N+](=O)[O-])CC(C)O1 (stereo unspecified)	5	2	6	-0.3	-3	1	-2	-8	2
COc1cccc(OC)c1C(=O)OCCCOC(=O)c1c(OC)cccc1OC	1	-2	-3	-0.2	5	-5	1	0	6
CCc1ccccc1N(CC(=O)N1CCCC1)S(C)(=O)=O	4	0	2	0.4	0	8	-2	-5	-1
COc1ccc(C2C(C(=O)NCc3cccnc3)c3cc(OC)c(OC)cc3C(=O)N2C)cc1 (stereo unspecified)	6	-3	-1	2.4	2	-8	0	7	0
O=C(CCN1CCCC1)Nc1ccc(Br)cc1	4	8	0	0.3	-9	0	-2	-9	10
CCN(CC(=O)Nc1ccccc1C(F)(F)F)C(=O)COc1cccc2c1OC(C)(C)C2	10	-5	-1	2.9	-6	-3	-4	-3	9
COc1ccc(CCN(C)c2ncnc3sccc23)cc1OC	-1	-6	4	2.5	3	7	-4	1	-8
Cc1cc(C(=O)NCCc2ccc(Cl)cc2)c(C)o1	10	-10	0	0.4	2	1	2	-1	-1
Cc1cc(C)nc(SCc2nnc(SCC(=O)Nc3ccc(C)c(C)c3)o2)n1	8	3	7	0.2	-4	-3	-2	4	10
COC(=O)c1sc2nc(CN3CCOCC3)nc(N3CCOCC3)c2c1C	2	-1	-5	-1.3	-5	-2	2	7	-7
COc1cccc(CN(C)C(=O)c2ccc(OCC(=O)N3CCOCC3)c(OC)c2)c1	3	0	1	·	-2	-4	·	0	0
COc1ccccc1-c1cc(C(F)(F)F)c(C#N)c(=O)[nH]1	2	4	6	1.4	1	-2	-2	0	5
CC(O)CNc1ccc(-c2n[nH]c(=O)c3ccccc23)cc1[N+](=O)[O-] (stereo unspecified)	0	-8	-2	1.1	2	-5	4	4	-1
CCOC(=O)c1cccc(NC(=O)c2ccco2)c1	1	1	4	1.6	2	-1	-1	1	4
COc1ccc(CC(=O)NCC2COc3ccccc3O2)cc1 (stereo unspecified)	5	0	-2	-1.9	-3	0	-1	5	5
CCC1S/C(=N/N=C/c2ccco2)N(Cc2ccccc2)C1=O (stereo unspecified)	·	4	-1	0.6	0	-1	-1	7	-1
CCOC(=O)CSC1=C(C#N)C(=O)NC(c2ccc(OC)c(OC)c2)S1 (stereo unspecified)	5	6	2	-1.3	-2	8	2	0	0
COc1ccccc1NC1SC(=O)N(c2ccccc2)C1=O (stereo unspecified)	-7	-6	-6	-0.8	-6	-7	-5	-4	17
Cc1ccccc1CCN1CCCC(CN(C)C(=O)c2ccc3ncccc3c2)C1 (stereo unspecified)	4	7	1	-1.7	1	4	-3	1	-2
COc1cccc(-n2cnnc2SCC(=O)NC2CC2)c1	-2	5	-6	·	-2	-3	·	-6	0
COc1ccc(NC(=O)Nc2cccc(F)c2)c(OC)c1	-7	-4	-1	-0.4	2	0	1	-3	-3
O=C(CSc1nc2ncccc2[nH]1)Nc1ccccc1-c1ccccc1	-3	-5	-1	0.2	-2	-3	-2	5	1
CC(=O)N1CCN=C1SCc1ccc(F)cc1	9	10	7	-0.4	3	-1	2	0	-1
COc1ccc(N(CC(=O)NCc2cccs2)S(=O)(=O)c2c(C)n[nH]c2C)cc1	0	-3	5	-3.1	-4	2	0	-2	0
COc1ccc(-n2c(C)c(C)c3c(NCCN(C)C)ncnc32)cc1	-3	-5	6	0.7	-3	4	-1	9	9
CCC1CCC2(CC1)NNC(=S)NN2	3	-1	5	1.3	-5	3	0	4	2
CCN1C(=O)c2ccccc2Sc2ccc(C(=O)NCCCN3CCOCC3)cc21	-3	4	-4	0.5	0	-4	1	-1	8
CCN1C(=O)[C@@H]2[C@@H](c3ccc(-c4ccc(Cl)c(Cl)c4)cc3)N3CCCC[C@@]3(C(=O)OC)[C@@H]2C1=O	-6	4	-4	-0.8	-5	-5	4	2	1
CCN(Cc1ccccc1)S(=O)(=O)c1ccc2c(c1)NC(=O)CC(=O)N2	0	3	2	0.9	8	7	4	3	3
CCOC(=O)N1CCN(C(=O)COc2ccc(S(=O)(=O)NC3CCCCC3)cc2C)CC1	6	-4	1	-1.5	7	1	1	11	-2
O=C(CCNS(=O)(=O)c1ccccc1F)N1CCN(C/C=C/c2ccccc2)CC1	3	8	3	1.8	-1	1	5	5	2
C[C@H](NC(=O)c1nc[nH]c1C(=O)N(C)Cc1ccccc1)c1ccccc1	6	-2	6	·	1	2	·	3	6
CC(=O)Nc1ccc(S(=O)(=O)NC2(C(F)(F)F)C(=O)Nc3c2c(=O)[nH]c(=O)n3Cc2ccccc2)cc1 (stereo unspecified)	24*	-1	-4	1.1	6	0	2	4	6
CC(NS(=O)(=O)c1ccccc1)C(=O)Nc1ccc2c(c1)OCCO2 (stereo unspecified)	4	-2	3	-0.2	1	2	0	5	-3
C[C@]12c3[nH]c4ccccc4c3CCN1C(=O)C(CC(=O)NCC13CC4CC(CC(C4)C1)C3)C[C@@H]2C(=O)N1CCCCC1 (stereo partly specified)	4	5	·	·	·	·	·	8	0
C=CCOc1c(CNc2ccc(C(=O)O)cc2)cccc1OCC	-1	8	4	0.8	-1	3	2	2	1
O=C(NN=C(Cc1ccccc1)Cc1ccccc1)c1ccc(F)cc1	-2	-3	-6	3.3	6	-1	-3	2	10
Clc1cccc(-c2nc(NCc3cccnc3)c3ccccc3n2)c1	1	2	7	-0.7	-20	4	-14	-7	8
Cc1ccc(NC(=O)CN(C)C(=O)c2cc(S(=O)(=O)N(C)C)ccc2N2CCCC2)cc1	1	0	2	-1.5	1	-3	-2	0	2
CC(NC(=O)CN1C(=O)NC2(CCCCC2C)C1=O)c1ccccc1 (stereo unspecified)	2	4	0	·	1	-4	·	-3	-1
CSc1nn(-c2ccc(C(=O)OC(C(=O)NC(N)=O)C(C)C)cc2)c(=S)s1 (stereo unspecified)	8	4	-2	-2.2	1	-4	-12	0	2
COc1ccccc1CCC(=O)Nc1ccc2c(c1)CN(CCCn1cccn1)CC2	1	3	7	0.5	1	3	-1	4	2
Cc1ccc(NC(=O)N2CCN(c3ccccn3)CC2)cc1	5	7	1	2.5	1	-2	7	4	-3
CCN1CCN(CCCN(Cc2ccco2)C(=S)Nc2cccc(Cl)c2C)CC1	-1	6	4	-1.1	-1	9	-2	-2	-3
COc1ccc(N2C(=O)CCC(C(=O)NCc3ccccn3)C2c2ccc(OC)c(OC)c2)cc1 (stereo unspecified)	-2	6	-4	1.7	1	-2	-8	4	1
NNC(=O)c1cccc(COc2ccccc2Br)c1	5	4	-5	-0.6	-13	13	-7	-3	-6
Cc1ccc(NC(=O)Cc2ccc([N+](=O)[O-])cc2)c(Br)c1	0	2	-5	1.8	-2	-9	2	-1	-4
Cc1ccc(CSCC(=O)Nc2ccccc2)cc1	10	1	5	0.7	-1	3	-1	1	-1

A draw from above in order of count of non-hydrogen atoms, highest first.
SMILES	PAFAH1B2 FP inh	GLD-1 RNA inh	BCLXL inh	MEX-5 binding	PME-1 inh	MCL1 BIM primary	Fam108B counter	pPAFAH inh	AHR act
CCN1CCN(CCCN(Cc2ccco2)C(=S)Nc2cccc(Cl)c2C)CC1	-1	6	4	-1.1	-1	9	-2	-2	-3
C=CCOc1c(CNc2ccc(C(=O)O)cc2)cccc1OCC	-1	8	4	0.8	-1	3	2	2	1
Cc1ccc(CSCC(=O)Nc2ccccc2)cc1	10	1	5	0.7	-1	3	-1	1	-1

Following part.
SMILES	PAFAH1B2 FP inh	GLD-1 RNA inh	BCLXL inh	MEX-5 binding	PME-1 inh	MCL1 BIM primary	Fam108B counter	pPAFAH inh	AHR act
COc1ccc(C(=O)/C=C/Nc2ccccn2)cc1	0	3	1	·	0	0	-2	7	-5
Cn1nc(C(F)(F)F)c(-c2ccc(Br)cc2)c1NC(=O)c1ccco1	6	0	0	-1.7	-2	7	0	7	7
COc1cc(/C=N/N2C(C)CCCC2C)cc(Br)c1O (stereo unspecified)	1	5	-1	1.6	-2	-2	-2	8	1
COC(=O)CCCn1nc(NC(=O)COc2ccc(F)cc2)cc1C	2	3	-2	3.3	-4	4	2	0	0
COc1cc(OC)cc(-c2c(-c3cccs3)c3cc(-c4ccc(C(N)=O)cc4)ccc3n2C)c1	0	7	·	·	·	·	·	7	1
CC(C)(C)OC(=O)N[C@@H](Cc1ccccc1)c1nnc(S(=O)(=O)Cc2ccccc2)o1	·	8	-1	·	0	-4	-2	3	0
CCOc1ccsc1C(=O)OC	4	2	4	0.1	6	6	-2	-2	0
COc1cccc(/C=N/NC(=O)CNC(=O)C(c2ccccc2)c2ccccc2)c1O	-2	5	0	3.2	0	3	1	7	3
COc1cc(/C=N/NC(=O)CCC(=O)NC2CCCCC2)ccc1C	-4	6	-2	1.7	3	-2	-2	3	7
Cc1ccc(-c2noc(-c3ccccc3C(=O)NCC3CCCO3)n2)cc1 (stereo unspecified)	-2	1	-3	0.1	-5	-1	1	4	31
COc1ccc(N(CC(=O)NCc2ccccc2)S(=O)(=O)c2c(C)nn(C)c2C)cc1	0	3	-2	0.5	3	2	0	-1	0
CCOC(=O)N1CCN(S(=O)(=O)N2CCCC(C(=O)NCCc3ccc(OCC)c(OCC)c3)C2)CC1 (stereo unspecified)	4	-2	4	0.1	-1	2	4	3	0
CC(C)(C)c1nn(-c2ccccc2)c2[nH]c(=O)c(CNc3ccc4c(c3)OCCO4)cc12	1	15	8	-0.5	-3	2	8	4	3
CCOC(=O)C1=NN(C(=O)c2ccc(C)cc2)C(O)(c2ccc(Cl)cc2)C1 (stereo unspecified)	6	4	2	-8.0	-2	-2	5	4	1
COc1ccc(C2CC(c3ccc(F)cc3)n3nc(NS(C)(=O)=O)nc3N2)cc1 (stereo unspecified)	1	-1	1	-0.3	-9	-8	-5	4	2

Screening results as filed in PubChem.
